PAFAH2 FP inh – PAFAH2 enzyme inhibitors, primary screen, biochemical, fluorescence polarization, human | Platelet-activating factor acetylhydrolase 2, cytoplasmic (Homo sapiens), Q99487 | recombinant PAFAH2, FP-rhodamine activity probe | inhibition, % at 3.39 µM | 340,000 compounds, 0.99% hits;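 active means inhibition above the mean over all tested compounds plus 3 SD, cut at about 30% in these data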;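 further: inhibitors block probe labeling of enzyme so polarization drops; 0% = enzyme with DMSO and 100% = wells lacking PAFAH2 protein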
GSTO1 counter – inhibitors of recombinant GSTO1, primary screen, counter-screen for RBBP9 inhibitor project, biochemical, fluorescence polarization; Glutathione S-transferase omega-1 (Homo sapiens), P78417; activity-based probe fluorescence polarization; inhibition, % at 5.96 µM; 300,000 compounds, 1.1% hits;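 active means inhibition above the campaign mean inhibition plus 3 SD, cut at about 35% in these data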;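 further: 0% = GSTO1-1 with DMSO and 100% = wells lacking GSTO1-1 enzyme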
Target sequence (P78417 whole entry, looked up): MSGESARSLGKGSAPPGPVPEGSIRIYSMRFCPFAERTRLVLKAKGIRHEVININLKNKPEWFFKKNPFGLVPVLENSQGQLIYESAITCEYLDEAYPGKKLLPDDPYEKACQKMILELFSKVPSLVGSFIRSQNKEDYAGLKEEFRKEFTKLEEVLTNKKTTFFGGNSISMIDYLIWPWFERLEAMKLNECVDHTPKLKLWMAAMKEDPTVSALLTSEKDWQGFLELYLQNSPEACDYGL
pPAFAH FP inh – pPAFAH enzyme inhibitors, primary screen, biochemical, fluorescence polarization, human. Platelet-activating factor acetylhydrolase (Homo sapiens), Q13093. recombinant pPAFAH, FP-rhodamine probe fluorescence polarization. inhibition, % at 3.39 µM. 330,000 compounds, 1.5% hits. AID 463082, 2010;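 active means inhibition above the mean inhibition across the screen plus 3 SD, cut at about 25% in these data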;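 further: inhibitors block binding of the rhodamine activity-based probe so polarization drops; 0% = enzyme with DMSO and 100% = wells lacking pPAFAH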
Target sequence (Q13093 whole entry, looked up): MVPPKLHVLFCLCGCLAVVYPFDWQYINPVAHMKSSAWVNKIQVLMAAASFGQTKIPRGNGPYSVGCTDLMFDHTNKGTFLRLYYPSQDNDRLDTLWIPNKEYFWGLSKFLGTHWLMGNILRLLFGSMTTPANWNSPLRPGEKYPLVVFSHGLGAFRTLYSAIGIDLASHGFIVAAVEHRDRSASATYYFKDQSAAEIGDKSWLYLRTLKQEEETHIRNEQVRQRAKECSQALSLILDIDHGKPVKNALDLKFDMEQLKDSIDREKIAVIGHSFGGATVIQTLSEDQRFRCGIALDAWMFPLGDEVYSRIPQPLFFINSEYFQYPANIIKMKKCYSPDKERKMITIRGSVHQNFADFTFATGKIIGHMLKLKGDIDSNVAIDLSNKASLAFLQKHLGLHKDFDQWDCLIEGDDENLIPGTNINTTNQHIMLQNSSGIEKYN
LYPLA1 inh – LYPLA1 inhibitors, primary screen, counter-screen for PME1 inhibitor project, biochemical, fluorescence polarization, FP-Rh probe ABPP | recombinant LYPLA1 | inhibition, % at 5.9 µM | 320,000 compounds, 0.16% hits | AID 2174, 2009;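 active means inhibition above the mean of all tested compounds plus 3 SD, set per campaign, cut at about 14% in these data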;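 further: inhibitors block serine hydrolase probe labeling of LYPLA1 so polarization falls; 0% = enzyme with DMSO and 100% = wells lacking LYPLA1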
PAFAH1B3 FP inh – PAFAH1B3 enzyme inhibitors, primary screen, biochemical, fluorescence polarization, human; recombinant PAFAH1B3, FP-rhodamine probe; inhibition, % at 3.39 µM; Platelet-activating factor acetylhydrolase IB subunit alpha1 (Homo sapiens), Q15102; 340,000 compounds, 0.28% hits;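 active means inhibition above the screen-wide average of all tested compounds plus 3 SD, cut at about 25% in these data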;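 further: 0% = enzyme with DMSO only and 100% = wells lacking PAFAH1B3 protein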
Target sequence (Q15102 whole entry, looked up): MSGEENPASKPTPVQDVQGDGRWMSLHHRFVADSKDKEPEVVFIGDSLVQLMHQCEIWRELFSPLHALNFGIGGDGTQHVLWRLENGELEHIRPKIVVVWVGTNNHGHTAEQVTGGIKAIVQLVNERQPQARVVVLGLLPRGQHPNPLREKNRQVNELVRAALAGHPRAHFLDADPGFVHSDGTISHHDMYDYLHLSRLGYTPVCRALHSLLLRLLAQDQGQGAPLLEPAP
LYPLA2 inh – LYPLA2 inhibitors, primary screen, counter-screen for PME1 inhibitor project, biochemical, fluorescence polarization, FP-Rh probe ABPP | 320,000 compounds, 0.38% hits | Acyl-protein thioesterase 2 (Homo sapiens), O95372 | inhibition, % at 5.9 µM | recombinant LYPLA2;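 active means inhibition above the screen-wide mean plus 3 SD, limit set per campaign, cut at about 26% in these data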;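 further: 0% = LYPLA2 with DMSO and 100% = wells lacking LYPLA2 enzyme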
PAD4 inh – human PAD4 inhibitors, primary screen, biochemical, fluorescence polarization, 1536-well format | Protein-arginine deiminase type-4 (Homo sapiens), Q9UM07 | recombinant PAD4, RCA probe fluorescence polarization | inhibition, % at 6.36 µM | 330,000 compounds, 0.41% hits | AID 485272, 2010;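 active means percent inhibition above a cutoff equal to the mean of all tested compounds plus 3 SD, cut at about 15% in these data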;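 further: 0% = PAD4 with RCA probe and DMSO and 100% = probe without PAD4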
PREPL inh – PREPL enzyme inhibitors, primary screen, biochemical, fluorescence polarization. inhibition, % at 5.96 µM. AID 2751, 2010. Prolyl endopeptidase-like (Homo sapiens), Q4J6C6. recombinant PREPL, fluorescence polarization activity-based probe. 320,000 compounds, 0.68% hits; in the data active means inhibition above about 43%;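 further: 0% = enzyme with DMSO and 100% = wells lacking enzyme; many of its hits are not listed in these tables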
PAFAH1B2 inh – PAFAH1B2 enzyme inhibitors, primary screen, biochemical, fluorescence polarization, human; inhibition, % at 3.39 µM; recombinant PAFAH1B2, FP-rhodamine activity probe; 340,000 compounds, 1.2% hits; Platelet-activating factor acetylhydrolase IB subunit alpha2 (Homo sapiens), P68402;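 active means inhibition above the mean of all tested compounds plus 3 SD, cut at about 24% in these data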;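 further: 0% = enzyme with DMSO and 100% = wells lacking PAFAH1B2; many of its hits are not listed in these tables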
The depositor's hits bear a star; . = no result given.

SMILES	PAFAH2 FP inh	GSTO1 counter	pPAFAH FP inh	LYPLA1 inh	PAFAH1B3 FP inh	LYPLA2 inh	PAD4 inh	PREPL inh	PAFAH1B2 inh
CCCN1C(=O)/C(=C/C=C2\N(CC)c3ccccc3C2(C)C)SC1=S	-8	-28	-10	-3	-14	-14	-40	-4	-41
Cc1cccc(OCC(=O)Nc2ccc3c(c2)C(=O)NC3=O)c1	5	-7	2	0	-3	-1	-3	-5	2
COCc1nc2oc3ccc(C)cc3c(=O)c2cc1C(=O)OC	1	-2	4	-2	-10	-11	0	-17	3
CC(C)(C)NC(=O)C(c1ccncc1)N(C(=O)c1csnn1)C1CC1 (configuration not stated)	-5	6	1	3	3	-1	2	16	-6
O=C(CN1C(=O)S/C(=C\c2ccccc2F)C1=O)NCCCn1ccnc1	7	-2	5	0	11	2	3	4	0
COCCCNC(=O)C1CCCN(S(=O)(=O)c2cccc3nsnc23)C1 (configuration not stated)	-1	8	2	-1	3	-3	-1	0	0
Cc1cccc(C)c1NC(=O)CN1CCc2ccccc2C1	1	13	4	0	14	-2	-3	6	2
CCN(c1cccc(C)c1)S(=O)(=O)c1ccc(-c2cc(C)no2)s1	1	-1	4	-5	7	-4	3	-22	1
O=C(CCCn1c(=O)oc2ccccc21)N1CCN(c2ccc(F)cc2)CC1	7	1	4	2	0	7	3	-94	6
Cn1cc(Cl)c(C(=O)N/N=C/c2ccc(OS(=O)(=O)c3ccccc3)cc2)n1	-5	-15	1	-5	2	0	2	-26	5
N#Cc1cccc(S(=O)(=O)Nc2c(NC3CCCCC3)c3ccccc3oc2=O)c1	11	0	1	6	6	0	-1	-5	11
CC(=O)N1c2ccc(S(=O)(=O)NCCC(=O)NC3CCC(C)CC3)cc2CC1C (configuration not stated)	4	4	2	-2	11	-7	-4	0	9
CCOc1ccc(C2C(C#N)=C(N)N(N(C)C)C3=C2C(=O)CC(C)(C)C3)cc1 (configuration not stated)	2	10	3	1	9	6	1	16	5
COc1ccc(/C=C2\SC(=S)N(CCC(=O)Nc3ccccc3C(=O)O)C2=O)cc1	1	1	-3	-4	8	-8	-1	0	-4
COC(=O)c1sccc1NC(=O)COc1ccc(Cl)cc1	-7	7	-2	-2	3	1	-2	1	2

A different layout for some results above:
smiles,PAFAH2 FP inh,GSTO1 counter,pPAFAH FP inh,LYPLA1 inh,PAFAH1B3 FP inh,LYPLA2 inh,PAD4 inh,PREPL inh,PAFAH1B2 inh
CCOc1ccc(C2C(C#N)=C(N)N(N(C)C)C3=C2C(=O)CC(C)(C)C3)cc1 (configuration not stated),2,10,3,1,9,6,1,16,5
CCCN1C(=O)/C(=C/C=C2\N(CC)c3ccccc3C2(C)C)SC1=S,-8,-28,-10,-3,-14,-14,-40,-4,-41

The main list resumes, starting 5 compounds before the break.
SMILES	PAFAH2 FP inh	GSTO1 counter	pPAFAH FP inh	LYPLA1 inh	PAFAH1B3 FP inh	LYPLA2 inh	PAD4 inh	PREPL inh	PAFAH1B2 inh
N#Cc1cccc(S(=O)(=O)Nc2c(NC3CCCCC3)c3ccccc3oc2=O)c1	11	0	1	6	6	0	-1	-5	11
CC(=O)N1c2ccc(S(=O)(=O)NCCC(=O)NC3CCC(C)CC3)cc2CC1C (configuration not stated)	4	4	2	-2	11	-7	-4	0	9
CCOc1ccc(C2C(C#N)=C(N)N(N(C)C)C3=C2C(=O)CC(C)(C)C3)cc1 (configuration not stated)	2	10	3	1	9	6	1	16	5
COc1ccc(/C=C2\SC(=S)N(CCC(=O)Nc3ccccc3C(=O)O)C2=O)cc1	1	1	-3	-4	8	-8	-1	0	-4
COC(=O)c1sccc1NC(=O)COc1ccc(Cl)cc1	-7	7	-2	-2	3	1	-2	1	2
COc1ccccc1C(=O)NCC(=O)OCc1csc(-c2ccccc2)n1	-9	7	-3	2	0	-2	-1	4	6
COc1cccc(NC(=O)Nc2cc(NC(=O)Nc3cccc(OC)c3)c(C)nc2C)c1	-25	-22	-8	-22	-10	-34	0	-11	-2
COc1ccc(CCNC(=O)COc2nsnc2N2CCOCC2)cc1OC	3	-10	5	-3	-1	3	44*	4	3
COc1ccc(Cn2c(=O)c3c(nc(NCCO)n3C)n(C)c2=O)cc1	-6	-1	0	1	2	5	3	28	2
CSc1nc2nc(C(F)(F)F)cc(-c3ccccc3)n2n1	-11	-1	-2	-1	0	-3	1	-4	2
CC(=O)Nc1ccc(S(=O)(=O)N(C)CC(=O)OCC(=O)c2ccc[nH]2)cc1	1	.	1	.	0	.	-1	0	-1
COc1cc(CNCCc2ccc(S(N)(=O)=O)cc2)ccc1OCC(=O)N1CCCCC1	11	4	1	-1	-4	2	-1	1	0
O=C(CN1CCN(S(=O)(=O)c2ccc(Cl)cc2)CC1)NC1CCCC1	2	1	-3	1	6	2	-6	11	29*
Cc1cccc(CCNC(=O)Cn2ncc3c([nH]c4ccccc43)c2=O)c1	-3	2	-3	-3	-14	-9	0	4	-4
CN(Cc1cccnc1)Cc1cn(Cc2ccccc2)nc1-c1ccc2c(c1)OCO2	13	4	-2	3	1	3	0	-3	1
COc1cc(OC)cc(-c2c(C#Cc3ccsc3)c3cc(-c4ccc5[nH]ccc5c4)ccc3n2C)c1	-8	.	6	-7	-4	-14	-7	1	3
COC(=O)C12CC3CC(C1)CC(n1cnc(Cl)n1)(C3)C2	-3	3	3	2	1	3	-1	-4	2
COc1ccc2nc(NC(=O)C3COc4ccccc4O3)sc2c1 (configuration not stated)	0	5	3	0	1	-1	2	8	6
COc1ccc(C(CNC(=O)CCC(=O)c2ccc(C)s2)N2CCOCC2)cc1 (configuration not stated)	-2	.	1	0	-1	3	1	4	3
COc1cccc2sc(N(CCN(C)C)C(=O)/C=C/c3cccs3)nc12	0	-2	2	1	7	2	0	9	6

Whole records, quoted from the list.
Shown for `CN(Cc1cccnc1)Cc1cn(Cc2ccccc2)nc1-c1ccc2c(c1)OCO2` : PAFAH2 FP inh: 13; GSTO1 counter: 4; pPAFAH FP inh: -2; LYPLA1 inh: 3; PAFAH1B3 FP inh: 1; LYPLA2 inh: 3; PAD4 inh: 0; PREPL inh: -3; PAFAH1B2 inh: 1
Shown for `COc1ccc(C(CNC(=O)CCC(=O)c2ccc(C)s2)N2CCOCC2)cc1` (configuration not stated) : PAFAH2 FP inh: -2; GSTO1 counter: .; pPAFAH FP inh: 1; LYPLA1 inh: 0; PAFAH1B3 FP inh: -1; LYPLA2 inh: 3; PAD4 inh: 1; PREPL inh: 4; PAFAH1B2 inh: 3
Shown for `CSc1nc2nc(C(F)(F)F)cc(-c3ccccc3)n2n1` : PAFAH2 FP inh: -11; GSTO1 counter: -1; pPAFAH FP inh: -2; LYPLA1 inh: -1; PAFAH1B3 FP inh: 0; LYPLA2 inh: -3; PAD4 inh: 1; PREPL inh: -4; PAFAH1B2 inh: 2

Further entries follow:
SMILES	PAFAH2 FP inh	GSTO1 counter	pPAFAH FP inh	LYPLA1 inh	PAFAH1B3 FP inh	LYPLA2 inh	PAD4 inh	PREPL inh	PAFAH1B2 inh
COc1ccc(-c2csc(N3CCN(Cc4ccc5c(c4)OCO5)CC3)n2)cc1	8	-3	8	-5	2	6	-4	26	-2
CCC(C)NC(=O)C1CCN(S(=O)(=O)c2ccc3nc4c(c(C(=O)O)c3c2)CCCCC4)CC1 (configuration not stated)	7	-2	2	5	11	0	-1	22	0
O=C(N1CCN(c2ccccc2F)CC1)C1(S(=O)(=O)c2ccc(Cl)cc2)CC1	8	-1	-3	-3	2	-2	-3	-40	7
CCOC(=O)c1c(NC(=O)CSc2nc3cc(Cl)ccc3s2)sc(C(C)=O)c1C	.	-5	18	-5	.	-4	-4	-14	.
CC(C)CN(C(=O)COC(=O)c1ccc(Br)o1)c1c(N)n(Cc2ccccc2)c(=O)[nH]c1=O	4	-1	1	5	2	6	-2	-7	3
O=c1[nH]c(=O)c2nc3ccccc3nc2[nH]1	1	5	-4	-1	9	6	-5	-3	2
CC(C)c1ccc(C2C3CSCC=C3C(C#N)=C(N)C2(C#N)C#N)cc1 (configuration not stated)	.	-9	22	-7	.	-4	-17	7	.
CCN1C(=O)N/C(=C/c2ccc(C)o2)C1=O	0	6	0	-2	1	-8	-2	12	2
COc1ccccc1NC(=O)CSc1nc(O)cc(=O)n1C	2	8	-7	-2	9	-4	6	0	-1
COC(=O)[C@H](C)NC(=O)N1CCC(Cc2ccccc2)CC1	-5	-6	1	0	6	-2	5	0	7
CN(C(=O)COC(=O)C1CCN(S(=O)(=O)c2ccc3c(c2)OCCO3)CC1)c1ccccc1	3	9	5	1	11	2	-7	5	-3
COc1ccc(N2CCN(C3CCCN(Cc4ccc(F)cc4)C3)CC2)cc1 (configuration not stated)	0	5	4	0	4	-1	-3	-8	1
COc1ccc(/C=N/NC(=O)Cn2c(Cc3ccc(OC)c(OC)c3)nc3ccccc32)cc1	2	-2	5	5	10	5	-1	4	-1
COCC(=O)N(C)C[C@H]1N[C@@](Cc2ccccc2)(C(=O)OC)[C@H]2C(=O)N(C)C(=O)[C@@H]12	-9	.	-5	.	6	.	-1	0	4
CC1CN(C)C(C)CC1OC(=O)C(c1ccccc1)c1ccccc1 (configuration not stated)	.	-7	2	2	.	2	-1	-2	.
Cc1cccc(-n2c(=S)[nH]c3c(oc4ccccc43)c2=O)c1	0	-17	1	-2	5	-6	6	5	-3
COc1ccc(NC(=S)N(C(C)C)C2CCN(C(C)C)CC2)cc1Cl	.	0	6	-1	.	-2	3	16	.
Nc1c(-c2nn[nH]n2)cnn1-c1cc(Cl)cc(Cl)c1	7	-11	-3	3	10	-2	-7	1	2
CC(OC(=O)CCc1nc2ccccc2c(=O)[nH]1)C(=O)NCc1ccc2c(c1)OCO2 (configuration not stated)	3	-2	2	-2	7	1	-5	1	6
CCCCn1c(SCC(=O)N2CC(=O)Nc3ccccc32)nnc1-c1ccoc1C	-2	1	-5	-2	12	-1	-1	-19	4
CCC(=O)Nc1ccc2c(c1)OCCO2	-9	0	-2	3	9	4	0	2	5
CC(C)(C)c1ccc(S(=O)(=O)N2CCC(c3nc4ccc(Cl)cc4[nH]3)CC2)cc1	-50	-16	-37	-39	0	-78	-6	-18	-8
Cn1c(CC(=O)Nc2ccccc2)c(Sc2ccccc2)c2ccccc21	-2	4	0	0	4	8	0	13	0
C/C=C\C(=O)Nc1cccc(C2=NOC3(C2)C[C@@H](C(N)=O)N(C(=O)c2ccc(OC)cc2)C3)c1 (some centres not stated)	.	2	1	-3	.	3	-5	-1	.
Cc1nc(NCCc2ccccc2)c(C#N)c(C)c1[N+](=O)[O-]	1	-2	2	1	11	-1	-2	19	5
Cc1cc(NS(=O)(=O)c2ccc(NC(=O)CN3C(=O)NC(C)(c4ccccc4)C3=O)cc2)nc(C)n1 (configuration not stated)	-1	2	4	-2	1	-2	-5	5	5
O=C(Nc1ccc(NC(=O)c2cccs2)cc1)c1ccc2ccccc2c1	-8	1	4	-3	-13	1	1	2	-1

High-throughput results deposited in PubChem BioAssay by The Scripps Research Institute Molecular Screening Center.

This is a subset. The share of hits here may be higher or lower than overall.
